NLRP3 yeast inh – inhibitors of NALP3 inflammasome in yeast; Yeast reconstituted NLRP3/ASC/caspase-1, beta-gal luminescence, 24 h; inhibition, % at 10 µM; 330,000 compounds, 0.39% hits; AID 2825;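 active = inhibition of 50% or more; inactive = inhibition below 50%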;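 also: plate controls were induced DMSO wells for no effect and uninduced yeast grown without galactose for full effect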
tim10-1 inh – tim10-1 yeast growth inhibition | S. cerevisiae tim10-1 ts strain growth, BacTiter-Glo, 24 h | inhibition, % at 20 µM | 330,000 compounds, 2.2% hits;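 active = inhibition of at least 40%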;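 also: mutant grown at 25 °C; 0% = DMSO wells with yeast and 100% = wells holding no yeast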
hIAP act – increases human intestinal alkaline phosphatase activity. P09923. purified human IAP, CDP-Star luminescence, 30 min; active compounds read high; 1 = vehicle-only enzyme, 0 = enzyme-free background. activation factor at 10 µM. 330,000 compounds, 0.16% hits;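 active = activation factor of the enzyme at least 2-fold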; also: the source names both 10 and 20 µM as test concentration; values of inactives mirror those of a sister screen read the other way
mIAP block – mouse IAP inhibition. purified mouse IAP, CDP-Star luminescence, 30 min. inhibition, % at 10 µM. 330,000 compounds, 0.2% hits. AID 2806;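 active = inhibition of at least 40% at 10 µM in the primary screen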;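 also: plate controls were DMSO with enzyme for no effect and no enzyme wells for full effect; values of inactives mirror those of a sister screen read the other way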
hIAP inh – blocks human intestinal alkaline phosphatase; P09923; 330,000 compounds, 0.12% hits; purified IAP, CDP-Star luminescence, 30 min; AID 2544; inhibition, % at 10 µM;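 active = inhibition reaching a set limit with compound at 10 µM in the primary screen, cut at about 35% in these data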;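 also: plate controls were DMSO wells with enzyme for no effect and no-enzyme buffer wells for full effect; values of inactives mirror those of a sister screen read the other way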
ATG4B inhibitor – blocks human ATG4B protease cleavage of LC3 substrate. Q9Y4P1. ATG4B cleavage of LC3-PLA2, NBD-HPC fluorescence, 1 h. inhibition, % at 8.33 µM. 340,000 compounds, 0.51% hits. AID 504462; in the data active = inhibition above about 40%
mIAP activ – mouse IAP activation; muIAP, CDP-Star luminescence, 30 min; active compounds read high; 1 = vehicle-only enzyme signal, 0 = enzyme-free wells; activation factor at 10 µM; 330,000 compounds, 0.24% hits; AID 2805;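 active = activation factor of at least 2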; also: the source names both 10 and 20 µM as test concentration; values of inactives mirror those of a sister screen read the other way
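System: Mouse IAP enzyme | Also added: CDP-Star substrate | Dosing: Compounds dispensed in DMSO | Schedule: 30 min enzyme-substrate-compound incubation at room temperature | Technique: Chemiluminescence readout | Control set: DMSO-only wells and no-enzyme negative control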
Apaf1 inhib – human Apaf-1 inhibition. reconstituted apoptosome caspase-3 activity, DEVD-Rh110 fluorescence. inhibition, % at 20 µM. 330,000 compounds, 0.71% hits; active = inhibition of at least 40% at 20 µM;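 also: plate controls were DMSO wells for no effect and DEVD-CHO caspase inhibitor wells for full effect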
Target sequence (O14727 whole entry, looked up): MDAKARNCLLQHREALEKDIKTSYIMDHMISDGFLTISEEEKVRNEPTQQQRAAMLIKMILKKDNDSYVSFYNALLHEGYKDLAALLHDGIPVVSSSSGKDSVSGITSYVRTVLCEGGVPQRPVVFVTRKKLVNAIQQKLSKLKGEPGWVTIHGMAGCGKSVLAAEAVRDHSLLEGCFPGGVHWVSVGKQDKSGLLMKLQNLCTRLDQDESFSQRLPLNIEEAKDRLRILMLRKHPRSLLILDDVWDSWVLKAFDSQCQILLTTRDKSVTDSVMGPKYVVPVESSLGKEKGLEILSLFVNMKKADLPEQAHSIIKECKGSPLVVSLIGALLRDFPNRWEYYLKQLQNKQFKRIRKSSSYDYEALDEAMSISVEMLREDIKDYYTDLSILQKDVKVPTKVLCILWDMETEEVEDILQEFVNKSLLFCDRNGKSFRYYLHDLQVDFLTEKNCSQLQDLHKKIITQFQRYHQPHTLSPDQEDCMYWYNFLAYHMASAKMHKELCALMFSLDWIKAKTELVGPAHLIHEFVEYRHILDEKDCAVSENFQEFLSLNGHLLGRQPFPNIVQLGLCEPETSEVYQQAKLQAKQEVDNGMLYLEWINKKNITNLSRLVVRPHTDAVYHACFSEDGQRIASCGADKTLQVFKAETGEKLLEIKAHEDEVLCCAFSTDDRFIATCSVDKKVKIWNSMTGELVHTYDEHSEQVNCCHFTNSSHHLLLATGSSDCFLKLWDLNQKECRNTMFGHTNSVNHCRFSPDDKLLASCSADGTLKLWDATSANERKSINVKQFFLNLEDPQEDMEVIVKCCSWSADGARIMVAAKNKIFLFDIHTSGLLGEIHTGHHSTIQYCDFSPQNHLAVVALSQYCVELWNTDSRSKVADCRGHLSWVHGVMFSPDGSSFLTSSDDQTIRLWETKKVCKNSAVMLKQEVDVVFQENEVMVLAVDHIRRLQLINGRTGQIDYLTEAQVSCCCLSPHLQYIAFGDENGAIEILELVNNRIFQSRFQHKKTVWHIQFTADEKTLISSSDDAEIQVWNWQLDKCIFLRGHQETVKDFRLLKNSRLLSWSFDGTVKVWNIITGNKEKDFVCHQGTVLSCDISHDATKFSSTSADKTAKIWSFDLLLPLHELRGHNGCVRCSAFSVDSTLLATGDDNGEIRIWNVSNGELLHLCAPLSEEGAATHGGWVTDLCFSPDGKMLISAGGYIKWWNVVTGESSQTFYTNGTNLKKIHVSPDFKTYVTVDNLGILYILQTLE
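Material: biochemical Apaf-1 apoptosome reconstitution. Medium: Hepes buffer, pH 7.5. Also added: cytochrome c activation, bis-DEVD rhodamine 110 substrate. Timing: 30 min compound preincubation, 50 min activation, room temperature. Measured by: rhodamine 110 fluorescence at Ex 480/Em 540 nm.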
TIM10 inh – inhibits growth of TIM10 yeast strain; S. cerevisiae TIM10 strain growth, BacTiter-Glo luminescence, 24 h; inhibition, % at 10 µM; 330,000 compounds, 1.4% hits;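 active = inhibition of 40% or more at the single tested concentration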;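 also: wild-type TIM10 isogenic control strain grown at permissive 25 °C; 0% = DMSO yeast wells and 100% = minimal medium wells without yeast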
Active calls of the source: *; / = no result given.

item	Compound	NLRP3 yeast inh	tim10-1 inh	hIAP act	mIAP block	hIAP inh
1	CCCN1CCN(CCCNC(=O)c2ccccc2NC(=O)C2=C(C)OCCS2)CC1	-3	-5	1.2	-5	-19
2	O=C(CN(C(=O)c1csnn1)c1cccc2ccccc12)NC1CCCC1	20	14	0.93	11	7
3	NC(=O)C1CCN(C(=O)c2ccc(NS(=O)(=O)c3ccc(Br)s3)cc2)CC1	12	5	1.1	11	-8
4	Cc1sc2nc(C3CCCCC3)nc(SCC(=O)N3CC(=O)Nc4ccccc43)c2c1C	16	12	0.99	-16	1
5	Cn1cc(C(=O)NC2CCCCCC2)c(=O)c2cc(S(=O)(=O)N3CCCC3)ccc21	12	0	0.8	5	20
6	COc1ccc2oc(-c3ccco3)cc(=O)c2c1	40	-6	1.1	5	-9
7	CCNC(=O)Cc1c(OC)ccc2cc(Br)ccc12	4	-5	0.57	0	43*
8	O=c1c(Cc2c(F)cccc2Cl)c(O)ccn1CCCn1ccnc1	7	-7	0.94	2	6
9	Cc1ccc(C)c(NC(=S)N2CCN(S(=O)(=O)c3ccccc3)CC2)c1	25	-10	1.1	-8	-6
10	COc1cccc(CN(Cc2cccnc2)S(=O)(=O)c2ccc(-n3cnnn3)c(C)c2)c1OC	19	7	1.1	-4	-6
11	Cc1ccc(C(=O)C[n+]2ccc(Cc3ccccc3)cc2)cc1	10	-5	0.94	6	6
12	CC(C)N1CCc2c(sc(NC(=O)C3CCCCC3)c2C(N)=O)C1	5	0	1	-20	-2
13	CN(C)c1ccc(NC(=O)C(=O)NCCOc2ccccc2)cc1	15	3	0.91	2	9
14	CCOC(=O)c1c(NC(=O)Cc2cccs2)sc(C)c1C	4	5	1.2	10	-19
15	CCCNC(=O)COC(=O)c1cc(SC)ccc1Cl	-5	13	0.96	-2	4

item	ATG4B inhibitor	mIAP activ	Apaf1 inhib	TIM10 inh
1	1	1.1	16	-7
2	-9	0.89	1	14
3	-9	0.89	3	5
4	94*	1.2	24	18
5	5	0.95	-12	0
6	-2	0.95	-22	-23
7	-7	1	-8	-21
8	1	0.98	-4	0
9	8	1.1	10	-8
10	-23	1	12	-2
11	7	0.94	14	-8
12	-9	1.2	-5	-6
13	-6	0.97	-2	9
14	15	0.9	1	-3
15	-10	1	2	-10

(listing goes on)
item	Compound	NLRP3 yeast inh	tim10-1 inh	hIAP act	mIAP block	hIAP inh
16	Cc1c(NC(=O)N2CCCCCC2)c(=O)n(-c2ccccc2)n1C	14	8	1.1	2	-12
17	CC(=O)Nc1ccc(SCc2ncc(-c3ccccc3)o2)cc1	34	5	1	4	-2
18	Cc1cc2c(cc(C(=O)OC(C(=O)NC3CCCCC3)C(C)C)n2C)o1 (centres undefined)	22	23	1	-3	0
19	Cc1ccc(N2CC(C)Cn3c2nc2c3c(=O)n(CC(=O)OCc3ccccc3)c(=O)n2C)cc1C (centres undefined)	1	5	1.1	3	-11
20	CC(=O)COc1ncn(-c2ccccc2)n1	-3	-5	0.96	7	4
21	CN(C)CCCNS(=O)(=O)c1ccc(N2CCC(c3ccc(Cl)cc3)=N2)cc1	14	59*	1.2	-89	-18
22	O=C1NC(C(F)(F)F)(C(F)(F)F)N=C2SC=CN12	9	-3	1.1	5	-10
23	Cc1ccc(-n2c(=S)sc3c(=O)n(-c4ccccc4F)c(SCC(=O)O)nc32)cc1C	14	6	0.92	6	8
24	FC(F)(F)c1cnc(N2CCSCC2)c(Cl)c1	0	-20	1	1	0
25	O=S(=O)(Cc1cccc(C(F)(F)F)c1)c1ncn[nH]1	9	11	0.97	3	3
26	Cc1cc(C)c(-c2cc(NC(=O)COC(=O)c3ccc(NC(=O)CC#N)cc3)n(-c3ccccc3)n2)cc1C	14	10	1	-2	-4
27	CCNc1cc(=O)n(C)c(=O)n1C	16	9	1.1	2	-6
28	Cc1cc(C)cc(-n2ccn(CC(=O)NCCc3ccccc3)c(=O)c2=O)c1	9	-2	1.2	3	-16
29	C/C(=N\NC(=O)c1cccc(S(=O)(=O)N2CCOCC2)c1)c1ccc(C#N)cc1	17	11	1	11	-2
30	COCCCNC(=O)c1ccc2c(=O)n(Cc3ccc(Cl)cc3)c(=S)[nH]c2c1	-4	1	0.84	9	16

item	ATG4B inhibitor	mIAP activ	Apaf1 inhib	TIM10 inh
16	3	0.98	-11	-4
17	-12	0.96	14	5
18	4	1	12	32
19	9	0.97	15	6
20	-4	0.93	-1	5
21	/	1.9	73*	52*
22	-4	0.95	3	-4
23	-1	0.94	5	5
24	-4	0.99	-30	3
25	6	0.97	9	1
26	-17	1	17	7
27	2	0.98	-21	-3
28	6	0.97	-8	-9
29	-5	0.89	4	13
30	-3	0.91	-4	3

Additional entries follow.
item	Compound	NLRP3 yeast inh	tim10-1 inh	hIAP act	mIAP block	hIAP inh
31	O=C(CCN1C(=O)c2ccccc2S1(=O)=O)Nc1ccc(F)c(F)c1F	2	-17	1.1	-2	-10
32	CC(C)N(C(=O)C[n+]1ccc(/C=N/O)cc1)C(C)C	-3	14	1	8	-2
33	CN(C(=O)COC(=O)c1cc[n+]([O-])cc1)c1ccccc1	7	-11	0.86	5	14
34	COCCNC(=O)COc1cc(=O)n(C)c2ccccc12	16	6	1	3	-2
35	COc1ccccc1NC(=O)NC1(C(=O)N2CCOCC2)CCCCC1	11	-7	0.9	4	10
36	Cc1cc(C(=O)CN2C(=O)C(=O)N(Cc3ccccc3)C2=O)c(C)n1Cc1ccccc1	2	-3	0.85	-15	15
37	Cc1cc(-c2ccco2)n(CC(=O)NCCN(C)C)n1	10	-3	0.94	9	6
38	CCOC(=O)Cn1c(=NC(=O)CSC(C)=O)sc2cc(OC)ccc21	24	10	0.9	1	10
39	COc1cc(CN2CCSCC2)c([N+](=O)[O-])cc1OC	15	-9	0.94	3	6
40	N#C/C(=C\c1ccc[nH]1)C(=O)Nc1ccccc1F	33	-3	0.97	-3	3
41	O=C(O)C1CCCCC1C(=O)Nc1ccccc1Cl (centres undefined)	1	11	0.91	6	9
42	Cc1cccc(C(=O)OCC(=O)c2ccc3c(c2)NC(=O)CO3)c1	26	-3	1.1	0	-12
43	Cc1cccc(-n2c(SCC(=O)Nc3ccc4c(c3)OCO4)nnc2-c2ccoc2C)c1	-8	2	1.8	-4	-80
44	CCN(c1ccc(OC)cc1)S(=O)(=O)c1nnc(NC(=O)C2CCCCC2)s1	8	-11	1.3	14	-28
45	COc1ccc(CN(C)C(=O)c2ccc(NS(=O)(=O)c3ccc(F)cc3)cc2)c(OC)c1OC	11	-1	1.1	-3	-11

item	ATG4B inhibitor	mIAP activ	Apaf1 inhib	TIM10 inh
31	-1	1	2	-17
32	5	0.92	-20	-3
33	2	0.95	-9	4
34	-3	0.97	-6	1
35	2	0.96	-4	2
36	-12	1.1	13	13
37	-4	0.91	7	-5
38	-4	0.99	-5	-6
39	-6	0.97	-2	-5
40	1	1	0	6
41	-12	0.94	-5	2
42	-3	1	0	-7
43	-2	1	29	14
44	-8	0.85	0	1
45	-6	1	-1	8

An excerpt of these results, as a markdown table:
| entry | Molecule | NLRP3 yeast inh | tim10-1 inh | hIAP act | mIAP block | hIAP inh | ATG4B inhibitor | mIAP activ | Apaf1 inhib | TIM10 inh |
| --- | --- | --- | --- | --- | --- | --- | --- | --- | --- | --- |
| 23 | Cc1ccc(-n2c(=S)sc3c(=O)n(-c4ccccc4F)c(SCC(=O)O)nc32)cc1C | 14 | 6 | 0.92 | 6 | 8 | -1 | 0.94 | 5 | 5 |
| 39 | COc1cc(CN2CCSCC2)c([N+](=O)[O-])cc1OC | 15 | -9 | 0.94 | 3 | 6 | -6 | 0.97 | -2 | -5 |
| 34 | COCCNC(=O)COc1cc(=O)n(C)c2ccccc12 | 16 | 6 | 1 | 3 | -2 | -3 | 0.97 | -6 | 1 |
| 6 | COc1ccc2oc(-c3ccco3)cc(=O)c2c1 | 40 | -6 | 1.1 | 5 | -9 | -2 | 0.95 | -22 | -23 |
| 41 | O=C(O)C1CCCCC1C(=O)Nc1ccccc1Cl (centres undefined) | 1 | 11 | 0.91 | 6 | 9 | -12 | 0.94 | -5 | 2 |
| 31 | O=C(CCN1C(=O)c2ccccc2S1(=O)=O)Nc1ccc(F)c(F)c1F | 2 | -17 | 1.1 | -2 | -10 | -1 | 1 | 2 | -17 |

Following part
item	Compound	NLRP3 yeast inh	tim10-1 inh	hIAP act	mIAP block	hIAP inh
46	Cc1ccc(OCCCC(=O)N(C)CC(=O)Nc2ccccc2Cl)cc1	20	7	1	0	-2
47	COc1ccc(N2CCN(C(=O)CC34CC5CC(CC(C5)C3)C4)CC2)c([N+](=O)[O-])c1	13	18	0.82	11	18
48	CCn1c(=O)cc(OCC(=O)NCCC(C)C)c2ccccc21	2	20	0.98	-9	2
49	CCOc1ccc(CN2CCN(Cc3[nH]c4ccccc4c3C)CC2CCO)cc1 (centres undefined)	6	18	0.98	6	2
50	COC(=O)c1sc2nc(CN3CCN(c4ccc(OC)cc4)CC3)[nH]c(=O)c2c1C	4	-2	1	0	-4
51	CC(=O)N1CCOc2ccc(S(=O)(=O)N3CCC(C(=O)NCc4ccc(C)cc4)CC3)cc21	5	5	1.3	0	-26
52	O=C(CCc1nc2cccnc2n1Cc1ccccc1)NCCc1ccc(Cl)cc1	-17	23	0.97	3	3
53	CC(C)COc1ccc(/C=C2/Sc3ccccc3C2=O)cc1	22	14	0.9	15	10
54	COc1ccc(NC(=O)CCCc2ccc(OC)c(C)c2)cc1	30	-10	1.1	-5	-14
55	Cc1c(NC(=O)c2cccc(NC(=O)Cc3ccc(F)cc3)c2)c(=O)n(-c2ccccc2)n1C	10	-8	1	-21	-3
56	Nc1c(N(CCC2=CCCCC2)C(=O)Cc2ccc(F)cc2)c(=O)[nH]c(=O)n1Cc1ccccc1	6	-11	1	8	-2
57	Cc1ccccc1-n1c(C)n[nH]c1=S	12	-8	0.82	3	18
58	COc1ccc(/C=C/CN2CCCC(C(=O)c3cc(F)ccc3F)C2)cc1 (centres undefined)	13	4	1.2	8	-24
59	COc1cc(C2CC(=O)Oc3c(C(CCN4CCN(c5ccccc5)CC4)c4ccc(N(C)C)cc4)c(OC)cc(OC)c32)cc(OC)c1OC (centres undefined)	16	-10	0.95	5	5
60	Cc1coc2c1C(=O)C(=O)c1c-2ccc2c(C)cccc12	-1	51*	0.85	17	14
61	O=C(CSc1nc2c(sc3ccccc32)c(=O)n1CCO)NCc1ccco1	-11	6	0.88	9	12
62	O=C(CCN1C(=O)/C(=C/c2ccc(F)cc2)SC1=S)NNC(=O)c1ccncc1	7	-36	1.5	-13	-50
63	S=c1[nH]nc(-c2cccnc2)n1Cc1ccccc1	9	11	0.89	-4	11

item	ATG4B inhibitor	mIAP activ	Apaf1 inhib	TIM10 inh
46	-7	1	7	6
47	5	0.89	30	29
48	-6	1.1	2	14
49	-7	0.94	-7	12
50	-2	1	14	-10
51	5	1	0	4
52	-15	0.97	21	8
53	-4	0.85	24	11
54	-3	1	2	-6
55	-13	1.2	11	4
56	-3	0.93	12	-5
57	-8	0.97	-29	10
58	3	0.92	5	-26
59	-4	0.95	15	2
60	-2	0.83	96*	9
61	1	0.91	-2	8
62	-10	1.1	8	-20
63	1	1	-4	-8
